From PubChem
TMEM16A act: activates or potentiates the mouse TMEM16A chloride channel; Q8BHY3; 340,000 tested, 0.3% active; HEK293 TMEM16A/YFP-H148Q/I152L, iodide quench fluorescence; hits give low values; B-score at 10 µM; AID 623877;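 active means fluorescence-ratio B-score plate-corrected deviation score at least 3 library SD below zero, with starting fluorescence score within 5 deviations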;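 further: channel opened by trigger with iodide after compound preincubation; score built on the fluorescence ratio of max minus min over baseline; more negative score means more quench and so TMEM16A activation or potentiation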
RGS4 act: potentiators or activators of RGS4. HEK293 M3R/inducible RGS4, carbachol calcium flux Fluo4; hits give low values. B-score at 10 µM. 310,000 tested, 0.92% active;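 active means B-score of the integrated calcium signal more than 4 SD below the library mean, with starting fluorescence not abnormally high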;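 further: negative B-score means reduced calcium response which marks RGS4 activation or potentiation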
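Material: M3R-expressing HEK293 line, RGS4 induced by doxycycline | Schedule: Overnight RGS4 induction, 30 min dye load 37 °C, 20 min compound RT | Measured by: Fluo4 fluorescence kinetic imaging of calcium | Read-out: Integrated calcium ratio converted to B score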
HDAC3 inhib: blocks human histone deacetylase 3; O15379; recombinant HDAC3, fluorogenic peptide/trypsin coupled, fluorescence; inhibition, % at 8.3 µM; 320,000 tested, 0.15% active; AID 2718; in the data active means inhibition above about 26%, passing the limit was not always enough; inconclusive means no clear call, values can overlap the other calls
Target sequence (O15379 whole entry, looked up): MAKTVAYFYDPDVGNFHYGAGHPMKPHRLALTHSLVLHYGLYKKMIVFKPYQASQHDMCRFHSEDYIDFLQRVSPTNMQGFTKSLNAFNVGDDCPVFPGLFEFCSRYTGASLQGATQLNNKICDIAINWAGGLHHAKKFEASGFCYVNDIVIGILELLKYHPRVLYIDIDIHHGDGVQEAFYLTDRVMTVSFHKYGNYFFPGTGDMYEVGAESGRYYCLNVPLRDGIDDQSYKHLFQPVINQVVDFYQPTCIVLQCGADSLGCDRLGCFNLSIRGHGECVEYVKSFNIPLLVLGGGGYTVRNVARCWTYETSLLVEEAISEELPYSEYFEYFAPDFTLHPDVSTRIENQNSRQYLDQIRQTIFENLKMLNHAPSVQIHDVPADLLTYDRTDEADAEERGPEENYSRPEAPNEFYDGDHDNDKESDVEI
KCNK3 inh: human KCNK3 channel inhibition, primary screen. O14649. CHO-KCNK3 thallium flux, FluxOR fluorescence; hits give low values. B-score at 10 µM. 340,000 tested, 0.84% active. AID 602410;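 active means B-score under library mean minus 4 SD, starting fluorescence ratio at most library mean plus 5 SD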;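 further: more negative B-score means stronger inhibition of thallium flux through KCNK3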
Target sequence (O14649 whole entry, looked up): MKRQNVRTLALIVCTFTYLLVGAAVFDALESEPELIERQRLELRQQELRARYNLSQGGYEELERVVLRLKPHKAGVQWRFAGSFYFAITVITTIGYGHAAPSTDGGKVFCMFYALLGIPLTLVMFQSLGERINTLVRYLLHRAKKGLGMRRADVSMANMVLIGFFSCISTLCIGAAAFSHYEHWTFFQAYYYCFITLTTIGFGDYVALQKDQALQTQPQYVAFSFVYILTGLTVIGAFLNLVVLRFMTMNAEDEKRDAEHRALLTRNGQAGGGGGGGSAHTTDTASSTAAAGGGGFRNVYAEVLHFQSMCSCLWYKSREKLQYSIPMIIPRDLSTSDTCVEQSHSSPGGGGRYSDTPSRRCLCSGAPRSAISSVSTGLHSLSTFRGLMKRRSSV
RGS4 inh: inhibitors of human RGS4; HEK293 M3R/RGS4 inducible, Fluo-4 calcium flux; hits give high values; triggered by carbachol at its EC20; B-score at 10 µM; 310,000 tested, 0.45% active; AID 463165;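 active means B-score, a plate-corrected calcium signal, over three deviations above library mean, with baseline fluorescence within five deviations of library mean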;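 further: RGS4 expression induced by doxycycline in cells with stable M3 receptor; B-score is computed from the integrated fluorescence ratio over baseline after carbachol; higher B-score means a larger calcium signal and so more RGS4 inhibition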
Target sequence (P49798 whole entry, looked up): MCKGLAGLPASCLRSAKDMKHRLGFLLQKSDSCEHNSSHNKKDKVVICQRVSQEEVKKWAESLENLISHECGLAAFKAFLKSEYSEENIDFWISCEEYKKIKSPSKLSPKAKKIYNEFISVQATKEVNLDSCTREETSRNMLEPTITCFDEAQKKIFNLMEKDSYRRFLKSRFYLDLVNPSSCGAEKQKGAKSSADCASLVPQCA
hERG protect: shields human hERG channel from block by proarrhythmic agents; 310,000 tested, 0.51% active; activation (rescue from dofetilide block), less the hit threshold, % at 10 µM; Q12809; CHO-hERG, FluxOR thallium flux, dofetilide IC70 present;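 active means activation above the mean of controls blocked by dofetilide plus 5 SD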;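 further: thallium influx through hERG after potassium depolarization seen as dye fluorescence rise; in these data hits start at about 4.7%; inactives centre near -7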
SKKanGAS inh: SKKanGAS growth inhibition; S. pyogenes SKKanGAS, kanamycin growth, BacTiter-Glo, 6 h; AID 1662; inhibition, % at 7.5 µM; 300,000 tested, 1.3% active;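 active means mean replicate score, as percent of positive control median, at least 50; inconclusive means mean below 50 but one replicate at or above 50; inactive means mean and every replicate below 50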;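 further: strain carries kanamycin resistance gene driven by streptokinase promoter and grows in 40 µg/ml kanamycin; loss of luminescence reflects streptokinase promoter inhibition or plain growth inhibition; 0% = median of DMSO wells and 100% = positive control at its reference dose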
KCNQ1 block: blocks the human KCNQ1 potassium channel; AID 2642; P51787; B-score at 10 µM; 310,000 tested, 1.3% active; CHO-K1 KCNQ1, FluxOR thallium flux fluorescence; hits give high values;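 active means compounds whose thallium flux B-score, printed positive for inhibition, exceeds three library SD while starting fluorescence stays within three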;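 further: channel opened by potassium depolarization with thallium stimulus after 20 min compound exposure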
ANO1 block: inhibitors of mouse TMEM16A calcium-activated chloride channel; normalized B-score (activity score, 25-100; higher = stronger inhibition) at 10 µM; HEK293 TMEM16A/YFP iodide influx fluorescence, ionomycin; AID 588511; Q8BHY3; 310,000 tested, 1.2% active;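 active means ratio plate-corrected score three or more library SD toward inhibition, starting fluorescence score within five deviations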;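 further: score derived from kinetic fluorescence span divided by baseline fluorescence per well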
KCNK9 inh: blocks the human KCNK9 two-pore domain potassium channel. Q9NPC2. HEK293 KCNK9, FluxOR thallium flux fluorescence; hits give low values. B-score at 10 µM. 310,000 tested, 1.2% active;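 active means ratio B-score over 3 SD below the library mean, with starting fluorescence within 5 SD of its mean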;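 further: negative B-score means less thallium flux so channel inhibition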
KCNQ1 pot: potentiators or activators of human KCNQ1 potassium channel; CHO-K1 KCNQ1, thallium flux FluxOR fluorescence; hits give high values; B-score at 10 µM; 310,000 tested, 0.35% active; AID 2648;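 active means fluorescence ratio B-score, a plate-corrected score, at least three library SD, with initial intensity B-score within 5 SD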
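assay system = KCNQ1-transfected CHO-K1 cells | medium = assay buffer with matched DMSO | probe or stimulus = depolarizing K+/Tl+ stimulus, K2SO4 and Tl2SO4 each 12.5 mM in 5x stock | dosing = single dose | incubation = dye 90 min, compound 20 min, room temperature | detection = kinetic FluxOR fluorescence, 10 s baseline plus 110 s post-stimulus | evaluation = ratio B score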
The depositor's hits bear a star; i = inactive; ? = inconclusive; . = no result given; & = joins results of further samples.

molecule	KCNQ1 block	hERG protect	RGS4 inh	KCNQ1 pot	KCNK9 inh	ANO1 block	KCNK3 inh	RGS4 act	TMEM16A act	HDAC3 inhib	SKKanGAS inh
COc1cccc(N2CC(C(=O)Nc3c(C(N)=O)oc4ccccc34)CC2=O)c1 (stereo not given)	i	-12	i	i	i	i	i	i	i	0	5
CCC(C)Oc1ccc(C(=O)Nc2ccc(CN3CCOCC3)cc2)cc1 (stereo not given)	i	-2	i	i	i	i	i	i	i	3	1
COc1ccc(CNC(=O)c2nnn(CC(=O)Nc3cc(C)cc(C)c3)c2N)cc1	i	0	i	i	i	i	i	i	i	2	-3
COc1ccc(N(CC(O)Cn2c(C)nc3ccccc32)S(=O)(=O)c2ccccc2)cc1 (stereo not given)	i	-3	i	i	i	i	i	i	i	-2	8
Cc1cc(NC(=O)CCC(=O)N(c2ccccc2)C(C(=O)NC2CCCC2)c2cccs2)no1 (stereo not given)	i	-4	i	i	i	i	i	i	i	-1	8
Cc1ccc(-c2c(C(=O)NC(C)C)oc(=O)c3ccccc23)cc1	i	-13	i	i	i	i	i	i	i	7	-1
CC(=O)Oc1ccc(-c2nc3cc(Cl)ccc3c(=O)o2)cc1	i	-8	i	i	i	i	i	i	i	-10	-9
CC1CCN(S(=O)(=O)c2cccc(C(=O)NC3CCCC3)c2)CC1	i	-10	i	i	i	i	i	i	i	-6	-7
CCCN(CCC)C1CC(=O)N(Cc2ccccc2)C1=O (stereo not given)	i	-7	i	i	i	i	i	i	i	-5	12
CCCC(=O)Nc1nc2ccc(NC(=O)c3cccnc3)cc2s1	i	-3	i	i	i	i	i	i	i	0	-13
Cc1ccccc1C(=O)Nc1cccc(NC(=O)c2ccc(F)cc2)c1	i	-3	i	i	i	i	i	i	.	7	1
Cc1ccc(S(=O)(=O)N2CCOCC2)cc1NC(=O)CN1CCC(Cc2ccccc2)CC1	i	-13	i	i	i	i	i	i	i	0	8
COC(=O)c1cc(NC(=O)C2C3C=CC(C3)C2C(=O)O)cc(C(=O)OC)c1 (stereo not given)	i	-10	i	i	i	i	i	i	i	.	2
Cc1ccc(C(=O)NCC(=O)NCC(=O)OCC(=O)c2cccs2)cc1	i	-7	i	i	i	i	i	i	i	2	0
O=C(/C=C/Nc1ccccc1O)c1ccco1	i	-10	i	i	i	i	i	i	i	1	3
Cc1ccc(-c2cc(C(=O)N3CCc4ccccc4C3)no2)cc1	i	-4	i	i	i	i	i	i	i	3	-5
CCCC(NS(=O)(=O)c1ccc(-c2ccc(=O)[nH]n2)s1)c1cccs1 (stereo not given)	i	-6	i	i	i	i	i	i	i	6	-8
O=C(COc1ccccc1)N1CCN(C(=O)c2cccc(F)c2)CC1	i	-6	i	i	i	i	i	i	i	6	-1
CCc1noc(C)c1C(=O)NNC(=O)c1ccc(Br)cc1	i	-4	i	i	i	i	i	i	i	3	2
CNS(=O)(=O)c1cccc(C(=O)OCC(=O)Nc2ccc(Cl)cn2)c1	i	-10	i	i	i	i	i	i	i	.	-8
Cc1ccc(-c2cc(C(F)(F)F)n3ncc(C(=O)O)c3n2)cc1	i	4	i	i	i	.	i	i	i	.	-1
CC(=O)Nc1ccc(S(=O)(=O)Nc2ccc(Cl)cn2)cc1	i	-8	i	i	i	i	i	i	i	-3	0
COc1ccc(N(C(=O)c2ccco2)C(C(=O)NC2CCCCC2)c2ccccc2)cc1 (stereo not given)	i	0	i	i	i	i	i	i	i	3	8
NNC(=O)/C(=C\c1ccc(Br)cc1)NC(=O)c1cccs1	i	-7	i	i	i	i	i	i	i	-4	4
O=C(NCc1cccnc1)[C@@H]1CC=C[C@@H]2CCN(Cc3ccc(Cl)c(Cl)c3)C(=O)[C@@H]21	i	-6	i	i	i	i	i	i	i	-3	-1
Cc1ccc2cccc(OCc3nnc(SCC(=O)O)n3C)c2n1	i	-8	i	i	i	i	i	i	i	-2	10
O=C(NCCSCc1ccccc1)c1ccccc1	i	-7	i	i	i	i	i	i	i	-1	3
COc1ccccc1OCCC(=O)OCC(=O)c1[nH]c(C)c(C(C)=O)c1C	i	-9	i	i	i	i	i	i	i	2	-12
CCOC(=O)CON1C(=O)C(=O)N(OCC(=O)OCC)C2CCCCC21 (stereo not given)	i	-17	i	i	i	i	i	i	i	-1	8
Cc1nc2sc(C(=O)c3ccccc3)c(N)c2c(C)c1C	i	-2	i	i	i	i	i	i	i	-15	7
Cc1cc(C)c(S(=O)(=O)Nc2ccc(O)c(Sc3ncn[nH]3)c2)cc1C	i	-10	i	i	i	i	i	i	i	5	3
CCOc1cc(/C=C/C(=O)Nc2ccc(C(=O)NCCN(CC)CC)cc2)ccc1OCC(C)C	i	-20	i	i	i	i	i	i	i	3	5
Cc1ccc2cccc(OC(=O)/C=C\c3ccccc3)c2n1	i	-4	i	i	i	i	i	i	i	-1	-5
CCc1cccc(CC)c1NC(=O)c1cc(CN2C(=O)c3ccccc3C2=O)ccc1OC	i	-15	i	i	i	i	i	i	i	24	2
CCCCSCc1cc(C(=O)O)oc1C(C)(C)C	i	-6	i	i	i	i	i	i	i	9	2
CCOC(=O)C1=C(C)N=c2s/c(=C\c3ccc(C(=O)O)cc3)c(=O)n2C1c1ccc(F)cc1 (stereo not given)	i	-16	i	i	i	i	i	-7.4*	i	12	35
Cc1c(C(=O)OC(C)C)[nH]c2c1C(=O)CCC2	i	-8	i	i	i	i	i	i	i	0	9
CCN(Cc1ccncc1)C(=S)Nc1ccccc1	i	-7	i	i	i	i	i	i	i	-19	-2
CCNC(=O)c1cccc(NC(=O)CC2SC(N3CCCCC3)=NC2=O)c1 (stereo not given)	i	-15	i	i	i	i	i	i	i	-10	-1
COC(=O)CCC(=O)Oc1ccc(OC(=O)CCC(=O)OC)cc1	i	-8	i	i	i	i	.	i	.	-2	-7
CC(C)Oc1ccc(CNC(=S)Nc2ccccc2)cc1Cl	7*	-7	i	i	i	i	i	i	i	2	-6
CCN(CC)CCNC(=O)COc1ccc(OC)cc1	i	-7	i	i	i	i	i	i	i	1&9	-7
Cc1ccccc1NS(=O)(=O)c1ccc(C)c(C(N)=O)c1	i	-17	i	i	i	i	i	i	i	-2	9
COc1ccc(CCn2c(N3CCOCC3)nc3c2c(=O)[nH]c(=O)n3C)cc1	i	-5	i	i	i	i	i	i	i	-2	1
Cc1cc(C)c2nc(NNC(=O)c3ccc(S(=O)(=O)N4CCCC(C)C4)cc3)sc2c1 (stereo not given)	i	-12	i	i	i	i	i	i	i	8	92*
CCOc1ccccc1NC(=O)CN(C)S(=O)(=O)c1cnc[nH]1	i	-9	i	i	i	i	i	i	i	-2	-12
O=C(N=C1N=C2C=CC=CN2Cc2ccccc21)c1ccc(S(=O)(=O)N2CCOCC2)cc1	i	-4	i	i	i	i	i	i	i	7	1
CCOC(=O)c1cnc(SCC(=O)c2ccc(C)cc2)nc1N	i	-11	i	i	i	i	i	i	i	3	1
CC(C)CN(CC(C)C)S(=O)(=O)N1CCC(C(=O)NCc2ccc(F)cc2)CC1	i	-6	i	i	i	i	i	i	i	-2	-6
C=CCN(CC=C)C(=O)CCc1nnc(CCc2c[nH]c3ccccc23)o1	i	-2	i	i	i	i	i	i	i	-4	-3

Next part:
molecule	KCNQ1 block	hERG protect	RGS4 inh	KCNQ1 pot	KCNK9 inh	ANO1 block	KCNK3 inh	RGS4 act	TMEM16A act	HDAC3 inhib	SKKanGAS inh
COc1ccc(NC(=O)COC(=O)Cc2cccs2)cc1OC	i	-13	i	i	i	i	i	i	i	7	-8
CCOc1ccccc1CNCCO	i	-23	i	i	i	i	i	i	i	5	-7
O=C(Cc1c(F)cccc1Cl)Nc1ccc(-n2cnnn2)cc1	i	-3	i	i	i	i	i	i	i	1	.
COc1cc(NC(=O)C2CCCO2)c(C(=O)O)cc1OC (stereo not given)	i	-6	i	i	i	i	i	i	i	-3	0
O=C1CN(C(=O)COc2ccccc2)CCN1	i	-9	i	i	i	i	i	i	i	0	-5
O=C(COC(=O)Cc1ccc(Cl)cc1Cl)NCCC1=CCCCC1	i	-5	i	i	i	i	i	i	i	2	-5
CC/C(C)=N/Nc1cccc([N+](=O)[O-])c1	i	-11	i	i	i	i	i	i	i	2	1
O=C(Nc1cccc(C(F)(F)F)c1)C(Sc1cccc[n+]1[O-])c1ccccc1 (stereo not given)	i	-4	i	i	i	i	i	i	i	1	7
CCOC(=O)C1CCN(CC(O)COCc2ccccc2)CC1 (stereo not given)	i	-4	i	i	i	i	i	i	i	-4	8
O=C(NC1CCN(Cc2ccccc2)CC1)C1CCN(c2nnc(-n3cccc3)s2)CC1	i	-7	i	i	i	i	i	i	i	3	-1
O=[N+]([O-])c1cccc(S(=O)(=O)NCC2CCCO2)c1 (stereo not given)	i	-8	i	i	i	i	i	i	i	.	1
CC(c1cccnc1)N(CCN(C)C)C(=O)Nc1ccc(Cl)c(Cl)c1 (stereo not given)	i	-9	i	i	i	i	i	i	i	-3	0
COCCOC1CCN(C(=O)C2CCC(=O)N(CCc3cccc(F)c3)C2)CC1 (stereo not given)	i	-8	i	i	i	i	i	i	i	?	1
COc1cccc(C2C(C#N)=C(N)N(N(C)C)C3=C2C(=O)CCC3)c1OC (stereo not given)	i	-8	i	i	i	i	i	i	i	-2	-1
COC(=O)c1cc2sccc2n1CC(=O)N(C)c1ccccc1	i	-9	i	i	i	i	i	i	i	4	0
